Screening results deposited in PubChem BioAssay by The Scripps Research Institute Molecular Screening Center.
TEAD-YAP block = TEAD-YAP interaction inhibition; HEK-TIYL cells, TEAD-Gal4/YAP UAS-luciferase luminescence; inhibition, % at 9.12 µM; actives 1.4% (n = 640,000); AID 1259422; in the data active means inhibition above about 32%;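 further: 0% = median of test compound wells and 100% = reference inhibitor wells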
FBW7 act = activators of human E3 ligase FBW7; Q969H0; AlphaScreen FBW7–phospho-cyclin E peptide binding, activator screen; normalized activity (activation), % at 26.1 µM; actives 0.13% (n = 650,000); AID 1259310; in the data active means normalized activity above about 1.9%;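 further: purified mutant Fbw7 with reduced substrate affinity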
MITF inh = inhibitors of human MITF; O75030; AlphaScreen MITF homodimerization, bead proximity signal; inhibition, % at 2.6 µM; actives 0.91% (n = 650,000); AID 1259374; in the data active means inhibition above about 50%;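 further: 0% = vehicle wells with protein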
Target sequence (O75030 whole entry, looked up): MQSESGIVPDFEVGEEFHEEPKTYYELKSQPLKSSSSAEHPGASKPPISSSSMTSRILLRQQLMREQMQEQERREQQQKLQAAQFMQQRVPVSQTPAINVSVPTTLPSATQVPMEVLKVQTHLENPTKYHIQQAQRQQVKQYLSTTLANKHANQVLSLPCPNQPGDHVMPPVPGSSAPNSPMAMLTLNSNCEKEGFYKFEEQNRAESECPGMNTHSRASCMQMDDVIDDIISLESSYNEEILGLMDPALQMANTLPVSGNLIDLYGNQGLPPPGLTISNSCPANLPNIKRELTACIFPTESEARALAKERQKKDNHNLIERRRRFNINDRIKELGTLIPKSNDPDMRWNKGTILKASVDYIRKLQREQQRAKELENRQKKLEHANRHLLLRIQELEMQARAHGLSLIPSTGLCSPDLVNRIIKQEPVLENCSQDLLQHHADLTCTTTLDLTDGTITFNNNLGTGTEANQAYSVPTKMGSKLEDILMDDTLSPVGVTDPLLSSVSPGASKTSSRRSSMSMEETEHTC
GPR151 ag = activates the human receptor GPR151; Q8TDV0; PathHunter beta-arrestin GPR151 cells, luminescence; activation, % at 11.2 µM; actives 1% (n = 650,000); AID 1508602; in the data active means activation above about 4.9%;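 further: 0% = median of compound wells and 100% = cells with positive control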
Target sequence (Q8TDV0 whole entry, looked up): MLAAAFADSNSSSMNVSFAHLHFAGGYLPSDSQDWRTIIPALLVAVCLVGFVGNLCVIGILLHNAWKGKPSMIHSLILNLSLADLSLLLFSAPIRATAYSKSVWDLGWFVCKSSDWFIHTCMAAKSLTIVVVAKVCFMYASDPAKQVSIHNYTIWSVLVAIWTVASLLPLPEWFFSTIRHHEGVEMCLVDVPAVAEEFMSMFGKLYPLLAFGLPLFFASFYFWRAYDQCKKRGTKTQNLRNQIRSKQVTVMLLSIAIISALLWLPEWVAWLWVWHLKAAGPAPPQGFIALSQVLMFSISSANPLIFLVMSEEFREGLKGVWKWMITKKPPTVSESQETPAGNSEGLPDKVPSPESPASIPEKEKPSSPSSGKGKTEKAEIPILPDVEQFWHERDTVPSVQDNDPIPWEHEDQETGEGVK
* marks the source's active call; other numbers are inactive results; nt = not tested or not shown; & = joins results of further samples.

No.	Structure	TEAD-YAP block	FBW7 act	MITF inh	GPR151 ag
1	COc1cc(Cl)cc(CN2CCN(Cc3ccsc3)C(CCO)C2)c1OC (stereo unspecified)	9.2	0.5	9.9	-0.9
2	O=C(CN1CCN(c2ccc(F)cc2)CC1)NCc1cccs1	9.5	0.0	11.1	-1.1
3	COC(=O)c1ccccc1NC(=O)/C(C#N)=C/c1ccc(C)o1	6.9	0.2	-0.6	-1.7
4	O=C(Nc1sc2c(c1C(=O)Nc1ccc(Br)cc1)CCCCC2)c1ccco1	-3.3	0.2	8.9	1.5
5	Cc1nn(-c2ccccc2)c(Cl)c1C1C(C#N)=C(N)Oc2n[nH]c(C)c21 (stereo unspecified)	28.1	-0.1	-1.3	-0.1
6	CCSc1nnc2c(n1)OC(c1ccc(OC)c(O)c1)Nc1ccccc1-2 (stereo unspecified)	-37.5	-0.1	2.5	4.3
7	O=C(O)C(Cc1c[nH]c2ccccc12)N=Cc1c(O)c2ccccc2oc1=O (stereo unspecified)	1.1	0.2	11.1	-0.7
8	O=C(CSc1nc2c(sc(=S)n2-c2ccccc2)c(=O)n1-c1ccccc1)NC1CCCCC1	1.4	0.0	-6.7	0.4
9	CC(C)CN1CCN(Cc2ccc3nsnc3c2)CC1CCO (stereo unspecified)	-2.2	0.0	4.6	-0.5
10	COc1cccc(/C=C/C(=O)Nc2ccc3nc(N4CCOCC4)cc(C)c3c2)c1OC	9.0	-0.1	3.8	-1.5
11	CCOc1ccc(-c2cc(C(=O)NCCCN3CCN(C)CC3)c3ccccc3n2)cc1	-3.6	0.0	-0.9	2.7
12	Cc1cc2c(cc1S(=O)(=O)Nc1c(C)cccc1C)OCCN2C	1.3	0.1	10.0	-1.9
13	COc1cc(C2Nc3cccc4cccc(c34)N2)cc(OC)c1O	6.2	-0.1	12.1	-0.9
14	CC(=O)N1CCOc2cc(S(=O)(=O)NCCN(C)C)c(C)cc21	9.4	0.5	13.5	2.6
15	CC(C)CCOP(=O)(c1ccc(N(C)C)cc1)C(O)c1cccnc1 (stereo unspecified)	6.0	-0.1	-2.3	-1.0
16	O=C(Nc1cc(Cl)cc(Cl)c1)/C(=C\c1ccc2c(c1)OCO2)NC(=O)c1ccccc1Cl	11.3	0.2	-11.1	-0.4
17	FC(F)(F)c1nnc2c3ccccc3c(NC3CC3)nn12	1.5	-0.2	6.3	7.3*
18	Cc1ccc(C2(c3ccc(C)cc3)CC2C(=O)Nc2ccccc2[N+](=O)[O-])cc1 (stereo unspecified)	13.5	-0.5	19.9	-0.6
19	CC(=O)Nc1nc(-c2cccc3ccccc23)cs1	-15.0	0.1	2.3	-0.1
20	COc1ccccc1-c1nc(COC(=O)c2nnn(-c3ccc(C)c(C)c3)c2C)c(C)o1	-8.0	0.0	3.9	-0.1
21	Cc1cc(N2CCCC2)c(C)cc1/C=C\[N+](=O)[O-]	53.8*	-0.2	-3.2	1.2
22	COc1ccc(C(=O)C2C(c3cccc([N+](=O)[O-])c3)NC(=O)NC2(O)C(F)(F)F)cc1 (stereo unspecified)	3.9	-0.1	-2.8	-0.9
23	COc1ccc(O)c(C(=O)c2cnn(-c3ccc(C(F)(F)F)cn3)c2)c1	-0.8	0.1	11.9	-1.0
24	COc1ccc2cc(C#N)c(SCC(=O)Nc3sc(C)c(C)c3C#N)nc2c1	-5.9	0.1	12.8	0.2
25	CCCOc1ccc(-c2ccc(-c3noc(-c4ccc(OCC)cc4)n3)cc2)cc1	1.0	0.1	-4.0	-1.3
26	COc1cc(NC(=O)CN2C(=O)CCc3ccccc32)ncn1	7.1	0.1	6.9	-0.6
27	COC(=O)c1cccc(NC(=O)CSc2nnc(-c3cc(OC)cc(OC)c3)o2)c1	-0.9	0.4	12.7	1.3
28	Cc1ccc(C)c(Nc2nc(-c3sc(N)nc3C)cs2)c1	12.8	-0.4	-3.3	0.1
29	COc1ccc(S(=O)(=O)NCC2CCC(C(=O)NCC(OC)OC)CC2)cc1 (stereo unspecified)	-4.1	0.5	8.1	0.4
30	Cc1cccc(COc2coc(CN3CCc4ccccc4C3)cc2=O)c1	-2.7	0.4	-8.0	-0.9
31	O=C1CCCC2=C1C(c1ccncc1)c1c(nc(SCc3ccccc3F)[nH]c1=O)N2 (stereo unspecified)	8.0	0.0	3.9	-0.1
32	COCCCNC(=S)Nc1c(C)nn(Cc2ccc(F)cc2)c1C	0.7	-0.2	8.7	1.1
33	CC(=O)c1ccc(OCC(=O)Nc2c(F)c(F)cc(F)c2F)cc1	-0.1	0.5	7.0	-1.8
34	O=C1NC(=O)C(=Cc2cc(Cl)ccc2OCc2ccc(Br)cc2)C(=O)N1	-53.0	-0.1	7.3	0.0
35	Cc1ccc2onc(CNC(=O)Nc3ccc(F)cc3F)c2c1	2.3	0.2	2.1	-1.2
36	O=C(/C=C/c1ccco1)Nc1ccc2c(c1)OCCO2	-40.9	0.0	-9.8	-2.5
37	CC(=O)N(C)c1ccc(NC(=O)c2ccco2)cc1	-27.3	0.0	8.1	5.3*
38	O=C(NCc1nc(NCCCc2ccccc2)c2ccccc2n1)c1cnccn1	4.4	0.0	7.4	0.8
39	COc1ccc(NC(=O)/C(C#N)=C/c2ccc(N3CCCC3)c([N+](=O)[O-])c2)cc1OC	5.8	0.0	4.5	2.5
40	COc1ccccc1Cn1c(=S)[nH]c2cc(C(=O)N3CCN(C4CCCCC4)CC3)ccc2c1=O	-11.0	0.1	-8.6	2.3
41	NC(=O)C1CCN(C2CC(=O)N(c3ccc(C(=O)O)cc3)C2=O)CC1 (stereo unspecified)	-9.1	-0.1	1.1	1.4
42	C/C(CCN1CCCCc2nc(C)c(C)cc21)=N\O[C@H](C)c1cn([C@H](CO)Cc2ccccc2)nn1	nt	-0.1	12.7	0.0
43	COc1ccc(OC)c(C2C(C(=O)OC(C)C)=C(C)NC3=C2C(=O)CC(c2ccc(Cl)cc2)C3)c1 (stereo unspecified)	1.7	0.2	3.1	-0.6
44	CCN(CC)C(=O)c1sc2ncn(Cc3ccccc3F)c(=O)c2c1C	2.6	0.0	9.1	1.0
45	Cc1cccc(NC(=O)CSc2c(C)cnc3c2c(=O)n(C)c(=O)n3C)c1C	7.2	1.1	18.4	1.5
46	COc1ccc(NC(=O)c2cnc(SCc3ccccn3)n(C)c2=O)cc1	-7.9	0.3	4.5	0.8
47	CC(C)(C)c1cn2c3ccccc3nc2n1CCCO	-2.6	0.2	0.2	0.4
48	CCSc1nnc(NC(=O)c2cccc([N+](=O)[O-])c2)s1	0.1	0.1	2.0	0.6
49	Cc1cccc(NC(=O)Cn2c(-c3ccc4c(c3)OCO4)cn(-c3ccccc3)c2=O)c1C	0.2	0.5	7.9	-0.5
50	O=C(Nc1cccc(O)c1)c1cc(-c2ccc(Cl)cc2)on1	80.6*	0.0	-9.1	-3.1

Entries listed so far containing two or more sulfur atoms (four):
No.	Structure	TEAD-YAP block	FBW7 act	MITF inh	GPR151 ag
8	O=C(CSc1nc2c(sc(=S)n2-c2ccccc2)c(=O)n1-c1ccccc1)NC1CCCCC1	1.4	0.0	-6.7	0.4
24	COc1ccc2cc(C#N)c(SCC(=O)Nc3sc(C)c(C)c3C#N)nc2c1	-5.9	0.1	12.8	0.2
28	Cc1ccc(C)c(Nc2nc(-c3sc(N)nc3C)cs2)c1	12.8	-0.4	-3.3	0.1
48	CCSc1nnc(NC(=O)c2cccc([N+](=O)[O-])c2)s1	0.1	0.1	2.0	0.6

Record cards (already shown). Order of screens: TEAD-YAP block	FBW7 act	MITF inh	GPR151 ag
Cc1cccc(NC(=O)CSc2c(C)cnc3c2c(=O)n(C)c(=O)n3C)c1C as listed: 7.2	1.1	18.4	1.5
O=C1CCCC2=C1C(c1ccncc1)c1c(nc(SCc3ccccc3F)[nH]c1=O)N2 (stereo unspecified) as listed: 8.0	0.0	3.9	-0.1
O=C(NCc1nc(NCCCc2ccccc2)c2ccccc2n1)c1cnccn1 as listed: 4.4	0.0	7.4	0.8

(more compounds)
No.	Structure	TEAD-YAP block	FBW7 act	MITF inh	GPR151 ag
51	CCCCC(=O)Nc1ccc(C(=O)NNC(=O)COc2ccccc2OC)cc1	12.2	0.9	14.9	2.2
52	O=C(CCc1nnc(CCCCc2ccccc2)o1)N1CCC[C@H]1CO	-6.7	0.0	9.0	0.4
53	CCCC(c1nnnn1CCOC)N1CCN(Cc2ccccc2)CC1 (stereo unspecified)	4.9	1.1	9.4	-1.6
54	O=C1CC[C@]23/C=C/C(=O)NCCCCNCCCNC(=O)/C=C/c4ccc(c2c4)O[C@@H]3C1	7.5	-0.1	5.9	1.4
55	O=C(NCc1ccccc1)c1cc(-c2cccc(O)c2)on1	2.6	0.0	5.0	0.0
56	CCCCc1nnc(NC(=O)C(C)Oc2ccccc2)s1 (stereo unspecified)	-10.1	0.9	10.2	-0.2
57	CC(C)NC(=O)CSc1ccccc1C(=O)NCCCc1ccccc1	3.8	-0.2	-5.5	-0.9
58	C/C(=N\S(=O)(=O)c1ccc(C)cc1)N1CCOCC1	-4.0	0.0	3.2	0.1
59	O=C(NCc1ccccc1)N1CCC(n2nnc3ccccc32)CC1	-12.9	0.0	7.5	-0.9
60	O=C(Nc1nc(-c2ccccc2)cs1)c1ccc([N+](=O)[O-])cc1	-2.7	-0.1	11.4	1.0
61	O=C(/C=C/c1ccc([N+](=O)[O-])cc1)NCc1ccccc1	6.9	-0.1	5.7	0.1
62	CC1(C)C[C@@H]1C(=O)N/C(=C\CCCCSC[C@H](N)C(=O)O)C(=O)O	7.8&1.9	0.0&1.1	-2.5&15.9	3.4&1.4
63	CCCC(=O)c1ccc(Nc2cc(C)nc3ncnn23)cc1	3.3	0.0	-0.2	1.7
64	O=C(NCCc1ccccc1)C(=O)NC1CCCCCC1	-12.1	0.0	1.3	0.2
65	O=C1C(=O)N(CCCn2ccnc2)C(c2cccc(F)c2)/C1=C(/O)c1ccccc1 (stereo unspecified)	9.7	-0.1	13.2	0.0
66	O=[N+]([O-])c1ccc(S(=O)(=O)Nc2ccncc2)cc1	5.5	0.0	3.5	3.5
67	COc1ccc(NC(=O)C(C)(C)C)cc1S(=O)(=O)N1CCOCC1	-3.7	-0.1	1.1	1.0
68	CCNC(=NCCc1ccccc1)SC1CC(=O)N(c2ccccc2)C1=O (stereo unspecified)	16.9&0.6	0.2&-0.1	26.6&-12.3	-1.8&-0.1
69	COc1ccccc1NC(=O)CSc1nc2ccsc2c(=O)n1Cc1ccco1	-0.4	-0.1	8.0	-1.8
70	O=C1C(Cl)=C(NCC(F)(F)F)C(=O)c2ccccc21	-1.7	-0.2	5.1	3.7
71	CC(=O)c1cccc(NCN2C(=O)c3ccc([N+](=O)[O-])cc3C2=O)c1	-2.5	-0.1	3.0	1.0
72	CC(=O)Cn1c(C(=O)O)c(NC(C)=O)c2cc(F)ccc21	-6.8	0.1	11.2	2.6
73	COc1ccccc1NC(=O)C1=C(C)Nc2ccccc2S1	-30.5	-0.2	4.7	-0.2
74	C=C1N(C)c2cc([N+](=O)[O-])c(N)cc2C1(C)C	13.9	-1.1	15.6	-1.6
75	Cc1sc2ncnc(NCC(C)(C)N3CCOCC3)c2c1C	21.2	0.1	12.2	0.3
76	Cc1nc(NC2=NCN(Cc3ccccc3Cl)CN2)nc2ccccc12	-5.6	0.0	5.9	0.4
77	COc1ccc(OC)c(C(C)NC(=O)C2CC2)c1 (stereo unspecified)	2.0	0.1	-12.2	1.3
78	O=NN(CCc1ccncc1)c1ccc(OCc2ccccc2)cc1	37.7*	-0.1	1.3	0.4
79	CCn1c(NC(=O)c2ccc(Cn3cccn3)o2)nc2ccccc21	5.0	0.0	6.2	-0.2
80	CCN(C(=O)c1ccc([N+](=O)[O-])o1)c1ccccc1C	12.8	-0.3	-6.1	0.2
81	CCOC(=O)c1c(N)n(-c2ccc(C(=O)O)c(O)c2)c2nc3ccccc3nc12	4.6	0.4	7.7	3.8
82	CC(=O)NC(c1cccs1)c1cc([N+](=O)[O-])c2cccnc2c1O (stereo unspecified)	-13.5	-0.4	78.8*	-0.2
83	COc1ccccc1Nc1c(-c2ccccc2)c(=O)c1=O	-18.8	0.7	8.0	1.0
84	O=C(Cn1nnc(-c2ccccc2)n1)N=Nc1c(O)[nH]c2ccccc12	4.7	-0.2	-0.3	0.1
85	CCOC(=O)C1=C(C)NC2=C(C(=O)CCC2)C1c1cc(Cl)c(O)c(OC)c1 (stereo unspecified)	-9.0	-0.1	-2.8	-0.5
86	O=C1OC(N2CCN(Cc3ccccc3)CC2)c2ccccc21 (stereo unspecified)	0.1	-0.2	3.3	-0.3
87	CCOC(=O)N1CCC(N(CCN(C)C)C(=S)Nc2ccc(OC)c(Cl)c2)CC1	11.3	0.5	4.9	-1.0
88	O=C(CN1CCOCC1)C12CC3CC(CC(C3)C1)C2	7.5	0.0	17.2	3.0
89	CCOc1cc(C=O)cc(Cl)c1OC(=O)c1ccco1	-8.3	-0.1	-0.4	0.7
90	O=C(Nc1ccc(S(=O)(=O)N2CCCC2)cc1)c1sc2ccccc2c1Cl	-6.8	0.1	1.8	-1.2
91	COc1ccc2cc(C)c3nn(CC(N)=O)c(=O)n3c2c1	6.7	0.1	14.4	-0.9
92	Cc1ccc(N)cc1Br	-1.3	0.1	12.3	-2.9
93	CCOC(=O)c1cc(NC(=O)c2c(-c3ccccc3)noc2C)cc(C(=O)OCC)c1	4.4	-0.1	-2.4	1.5
94	Cc1cccc(-c2cc(C(=O)Nc3nc4ccc(Cl)cc4s3)c3ccccc3n2)c1	-1.4	-0.1	-6.0	-0.4
95	O=C(NCc1ccccn1)c1c[nH]c2ccccc2c1=O	10.9	0.0	8.6	1.0
